NCI-60 one-dose screen, 48 h, at 10 µM unless noted. Numbers give growth in % (100 = growth as untreated, 0 = no growth, -100 = all killed).
HL-60(TB) = HL-60(TB) leukemia cells | hit rate 9% among 78,000 | AID 1794776; active = growth percent below 10
* marks the source's active call; other numbers are inactive results; & = joins results of further samples; [ ] = remark or other dose.

Sample of the layout, five compounds:
SMILES,HL-60(TB)
O=C(O)C1(Nc2ccc(Br)cc2)C=C(c2ccccc2)C(O)(c2ccccc2)C1 (stereo unspecified),53
Cc1nc(-c2ccccc2)c(-c2ccccc2)nc1Br,86
Nc1nc(SCc2ccc(Cl)cc2Cl)c2[nH]cnc2n1,84
c1ncn(C23CC4CC(CC(C4)C2)C3)n1,70
O=C(Nc1nc2cc(C(=O)N3CCN(C(c4ccccc4)c4ccccc4)CC3)ccc2o1)c1ccc(NC2CCCCC2)c([N+](=O)[O-])c1,82

Main list, repeating the preview:
SMILES,HL-60(TB)
O=C(O)C1(Nc2ccc(Br)cc2)C=C(c2ccccc2)C(O)(c2ccccc2)C1 (stereo unspecified),53
Cc1nc(-c2ccccc2)c(-c2ccccc2)nc1Br,86
Nc1nc(SCc2ccc(Cl)cc2Cl)c2[nH]cnc2n1,84
c1ncn(C23CC4CC(CC(C4)C2)C3)n1,70
O=C(Nc1nc2cc(C(=O)N3CCN(C(c4ccccc4)c4ccccc4)CC3)ccc2o1)c1ccc(NC2CCCCC2)c([N+](=O)[O-])c1,82
C=C1NC(=O)C(C(C)CC)NC(=O)C2CSCC(NC(=O)CCC(=O)O)C(=O)NC(Cc3ccccc3)C(=O)NC(C)C(=O)NC(CC(C)CC)C(=O)NC(C(=O)NC(Cc3ccccc3)C(=O)N3CCCC3C(=O)N2)C(C)OC(=O)C(CO)NC(=O)C(C(O)COC)N(C)C(=O)C(C(C)C)NC(=O)C(CC(C)CC)NC1=O (stereo unspecified),-27*[6 µM]
N#C/C(=C\c1ccc(-c2ccccc2F)o1)c1nc2ccccc2c(=O)[nH]1,97
O=C1CCCCC1=C1CCCCC1,107
O=C(O)CCn1c(O)c(C=C2N=c3ccccc3=N2)sc1=S,99
C[C@H]1C[C@@H]2[C@H]([C@@H](O)C[C@]3(C)[C@@H](O)CC[C@@H]23)[C@@]2(C)CCC(=O)C=C12,85
CN(C)C(=O)c1ccccc1NC(=O)c1ccccc1[N+](=O)[O-],103
OCCc1c[nH]c2ccccc12,82
COC(=O)/C=C1/SC(=Nc2ccc([N+](=O)[O-])cc2)N(CCc2c[nH]c3ccccc23)C1=O,70
O=C(N/N=C/c1cccc(O)c1)c1ccc2nc(-c3ccc(Cl)cc3)[nH]c2c1,98
CCN1CCN(C(=O)[C@]23CCC(C)(C)C[C@@H]2C2=CC[C@@H]4[C@@]5(C)C/C(=C/c6cccnc6)C(=O)C(C)(C)[C@@H]5CC[C@@]4(C)[C@]2(C)CC3)CC1,-37*
c1ccc2c(c1)CCNC2,102
OCCNc1nc(Nc2ccc(C3=NN(c4cc(Cl)cc(Cl)c4)C(c4ccc(Cl)cc4)C3)cc2)nc(N2CCOCC2)n1 (stereo unspecified),111
O=C(Cn1cc(CN2C(=O)c3ccc([N+](=O)[O-])cc3C2=O)nn1)Nc1ccc(F)cc1Cl,99
COC(=O)c1cccc(O)c1,99
Nc1nc(F)nc2c1ncn2[C@@H]1O[C@H](COP(=O)(O)O)[C@@H](O)[C@@H]1O,31
Oc1ccccc1/C=N\NC(=S)Nc1ccc(F)cc1,-10*
CCc1ccc(Oc2c(-c3ccc(OCc4ccc(Cl)cc4)cc3O)nn(C)c2C(F)(F)F)cc1,-37*
Cc1cccc(C[C@H](NC(=O)Nc2ccc(Cl)cc2F)C(=O)N[C@@H]2C(=O)N3C[C@H](OC(=O)CCN(C)C)C[C@H]3C(=O)N3CCCC[C@H]3C(=O)N[C@@H](C)C(=O)N3C[C@H](C)C[C@H]3C(=O)O[C@H]2C)c1,16
CCc1c(C(=O)NCc2c(O)ccc3ccccc23)[nH]c(C)c1C(C)=O,72
CC(=O)C(Cl)c1ccccc1 (stereo unspecified),99
COc1cc2c(cc1OC)C(Cc1cc(OC)c(OC)cc1[N+](=O)[O-])=NCC2,63
CCCCCn1sc(=O)n(Cc2ccc(COC(=O)C(C)c3ccc(CC(C)C)cc3)cc2)c1=O (stereo unspecified),101
Oc1c(Br)cc(-c2ccccc2)cc1Br,79&106
COc1ccc(/C=N\NC(=O)CCCC(=O)N/N=C/c2ccc(OC)c(OC)c2)cc1OC,121
CSc1nc(-c2ccc(O)cc2O)c2c(=O)[nH]c(Nc3ccc(S(=O)(=O)Nc4nc(C)cc(C)n4)cc3)nc2n1,114
COc1ccc(C=NCCN=Cc2ccc(OC)cc2OC)c(OC)c1,108
COC(=O)C1(C(=O)OC)C(C(=O)c2ccccc2)C1c1ccccc1 (stereo unspecified),75
O=C1/C(=C/c2ccc(Cl)cc2)C=C(c2ccc(F)cc2)N1Cc1ccccc1,62
Cc1ccc(Nc2cc(=S)nc(N)[nH]2)cc1C,93
CCC(C)Oc1cc(/C=N/NC(=O)c2cnn3c2NC(c2ccccc2)C3)ccc1OC (stereo unspecified),32
Cn1c(=O)c2[nH]c(C3CCCCC3)nc2n(C)c1=O,105
CCN=c1sc2c(n1NC(=O)c1cc3ccc1CCc1ccc(cc1)CC3)C(=O)c1ccccc1C2=O,-18*
O=C(CSc1nnc(-c2cccnc2SCc2ccccc2)o1)Nc1nc(Cl)cc(Cl)n1,98
CCCCCCN(CCCCCC)N=O,98
COc1cc2c(=O)ccn(-c3ccc([N+](=O)[O-])cc3)c2cc1OC,113
CC(C)(Oc1ccccc1)C(=O)O,84
COc1cc(-c2nnc(SCc3nc4ccc(Cl)cc4n3CCO)o2)cc(OC)c1OC,77
CCN(CC)CCCNc1nc(SC)nc(-c2cccc([N+](=O)[O-])c2)c1C#N,103
CCCCCC/C=C\CCCCCCCCCc1cc(O)cc(OC)c1O,-45*
Cc1sc2nc(NC(C)c3nnnn3-c3ccc(Br)cc3)[nH]c(=O)c2c1C (stereo unspecified),100
COc1cc2oc(-c3cccc(NC(=O)c4ccc5c(c4)OCO5)c3)cc(=O)c2c(OC)c1OC,35
O=C(Nc1ccccc1C1=NCC(CO)O1)c1ccccc1 (stereo unspecified),92
COc1cc(OC)c(N=Cc2ccc3c(c2)OCO3)cc1Cl,96
CCCCC(CC)COC(=O)c1nn(C(C)=O)c2cc(F)c(F)cc12 (stereo unspecified),100
O=C1C=C(NCCNCCO)C(=O)c2ccccc21,44
COc1cc2nc(SCc3nnc(NC(=O)c4ccc(Br)cc4)s3)n(-c3ccc(Cl)cc3)c(=O)c2cc1OC,109
CCCCCCOC(=O)c1cc(-c2ccc(F)cc2)nc2ccccc12,78
CC1CC2(C)C(CC1=O)CC(C)C1C2CCC2(C)C1CCC2(C)O (stereo unspecified),107
N#C/C(=C\c1ccc(N(c2ccccc2)c2ccccc2)cc1)C(N)=O,69
Cc1nn(-c2ccc(Cl)cc2)c2c1C(c1ccc([N+](=O)[O-])cc1)C(C#N)=C(N)O2 (stereo unspecified),104
COC(=O)C(=O)C1CCc2c(Cl)cc(OC)c(OC)c2C1=O (stereo unspecified),107
COc1cc(C)c2ccccc2n1,104
COc1cc(C2=[N+](C)CCc3cc4c(cc32)OCO4)cc(OC)c1OC,102
COC(=O)C1(C(=O)Nc2ccc([N+](=O)[O-])cc2)CCCO1 (stereo unspecified),101
Cc1cc(-c2nnc(/C=C/c3ccc4c(c3)OCO4)o2)n[nH]1,11

Random excerpt: three entries already listed
SMILES,HL-60(TB)
O=C(Nc1ccccc1C1=NCC(CO)O1)c1ccccc1 (stereo unspecified),92
COc1cc(C)c2ccccc2n1,104
CCCCC(CC)COC(=O)c1nn(C(C)=O)c2cc(F)c(F)cc12 (stereo unspecified),100

Further compounds.
SMILES,HL-60(TB)
CC(C)CC(C#N)C(N)=O (stereo unspecified),95
Cc1cc(=O)oc2cc(OCCCCOc3ccc(/C=C/C(=O)Nc4ccccc4Cl)cc3)ccc12,100
CCN(CC)C(=Nc1ccc(Cl)c(Cl)c1)SC(NC=O)=C(Cl)Cl,111
CC(=O)OCC1O[C@@H](Oc2ccc3c(c2)CC[C@@H]2[C@@H]3CC[C@]3(C)C(=O)CC[C@@H]23)C(OC(C)=O)[C@@H](OC(C)=O)[C@H]1OC(C)=O (stereo partly specified),80
C/C(=C(/C)C1CC1CCNS(=O)(=O)c1ccc(C)cc1)c1ccc2c(c1)OCO2 (stereo unspecified),60
CC1SC(c2ccccc2)N(CCc2cccs2)C1=O (stereo unspecified),36
CCN(CC)CCCCCNc1cc(OC(=O)c2ccccc2)cc2cccnc12,80
CSc1c(-c2nc3ccccc3s2)c(N)nc2c(C(N)=O)c(Nc3ccccc3)nn12,115
CCCCCCCCOP(=O)(OCCCCCCCC)N(CCO)CCO,101
Oc1ccc(F)c2cccnc12,105
Nc1ccn(C2OC3COC2C3O)c(=O)n1 (stereo unspecified),94
O=C(CCN1CCCC1)Nc1ccc2c(NCCCc3ccccc3)c3ccccc3nc2c1,-56*
CC1(C)C(OS(C)(=O)=O)C(C)(C)C1OS(C)(=O)=O (stereo unspecified),100
NS(=O)(=O)c1ccc(Nc2nc(SCC(=O)c3ccc([N+](=O)[O-])cc3)nc3c2CCC3)cc1,114
OCC1CSC(=S)N1Cc1ccccc1 (stereo unspecified),102
N#Cc1c(-c2cccnc2)nc(N=Nc2c(O)[nH]c3ccc(Br)cc23)[nH]c1=O,101
C[C@]12CCc3sc(-c4ccccc4O)nc3C1=CC[C@@H]1[C@@H]2CC[C@]2(C)C(=O)CC[C@@H]12,103
COc1cccc(-c2nc3c(s2)C2=CC[C@@H]4[C@H](CC[C@]5(C)C(=O)CC[C@@H]45)[C@@]2(C)CC3)c1,105
CCN(CC)c1ccc(CNc2cc(C)nc3ccccc23)cc1,81
COc1cc(OC)c(C(=O)/C=C/c2ccc(C(C)C)cc2)cc1CC=C(C)C,39

Look-ups from above:
Nc1ccn(C2OC3COC2C3O)c(=O)n1 (stereo unspecified) @ HL-60(TB): 94
CC1(C)C(OS(C)(=O)=O)C(C)(C)C1OS(C)(=O)=O (stereo unspecified) @ HL-60(TB): 100

Going on with the list:
SMILES,HL-60(TB)
CC(=O)OC1CCC2(C)C(CCC3C4CC=C(C(C)=O)C4(C)OC(=O)CC32)C1 (stereo unspecified),-40*
COc1cc(/C=C/C(=O)c2ccc(NC(=O)CSc3nnc(-c4ccc(-c5nc6ccc(Cl)cc6[nH]5)cc4)o3)cc2)cc(OC)c1OC,74
Cc1ccccc1C1N=C2Oc3ccccc3C=C2C(=O)N1 (stereo unspecified),2.2*
CC(=O)c1nc2ccccc2n1CCN=C(N)N,107
C=C1C(=O)O[C@H]2[C@H]1CC/C(COC(=O)N[C@H]1C[C@H](O[C@H]3C[C@](O)(C(=O)CO)Cc4c(O)c5c(c(O)c43)C(=O)c3c(OC)cccc3C5=O)O[C@@H](C)[C@H]1O)=C\CC[C@@]1(C)O[C@@H]21,-31*
CCOc1ccc(/C=N/NC(=O)Cn2nc(Cc3ccccc3)c3onc(C)c3c2=O)cc1,90
O=S(=O)(/N=c1/n(-c2ccccc2)nc2n1CCN2C1=NCCN1)c1ccc(-c2ccccc2)cc1,136
CC[C@H](C)[C@H](NC(=O)[C@H]1CCCCN1C)C(=O)N(C)[C@H](C[C@@H](OC(C)=O)c1nc(C(=O)NC23C4C5C2C2C3C4C52C(=O)OC)cs1)C(C)C (stereo partly specified),-33*
Cn1cc(-c2csc(-c3cn(CCNC(=O)OC(C)(C)C)c4ccccc34)n2)c2cccnc21,46
Cc1cc(N2CCN(CC(=O)Nc3ccc4c(ccn4Cc4ccccc4)c3)CC2)nc(N2CCCCCC2)n1,12
Cc1ccc(-c2nc(C(Cl)Cl)nc3cc(-c4ccccc4)nn23)cc1,-12*
Cc1cc2c(c(C)c1Cl)C(=O)/C(=C/c1cccc(Cl)c1)O2,99
CCCn1c(=O)c2[nH]c(-c3ccc(OCc4nc5cc(F)c(F)cc5[nH]4)cc3)nc2n(CCC)c1=O,82
c1cc2c(cc1-c1cnc3nonc3n1)OCCO2,41
O=C(NCCCCCCCCCC[P+](c1ccccc1)(c1ccccc1)c1ccccc1)c1ccc(-n2nc(-c3ccccc3O)nc2-c2ccccc2O)cc1,-30*
O=[N+]([O-])c1ccc(N2CCNCC2)c2nonc12,78
CC/C(=C(\c1ccc(OCCN2CCOCC2)cc1)c1ccc(OC(=O)C2CCCCC2)cc1)c1ccc(Cl)cc1,101
COc1cc(-c2ccc(N=Nc3cc(S(=O)(=O)O)c4ccccc4c3O)c(OC)c2)ccc1N=Nc1cc(S(=O)(=O)O)c2ccccc2c1O,99
Cc1c(-c2csc(-n3nc(C(F)(F)F)cc3C(F)(F)F)n2)no[n+]1[O-],97
COc1cc(CNC(=O)/C=C/c2ccc3c(c2)OCO3)ccc1OCc1cn(-c2ccc(C#N)cc2)nn1,86
Nc1ccc(NC(=O)Nc2ccc(N)cc2)cc1,110&128
CC1(C)CC(=O)CC2(C1)N=C(N)Nc1nc3ccccc3n12 (stereo unspecified),92
O=c1[nH]c2ccc(Cl)cc2c2ccccc12,130
CN(C)CCN(CC(=O)O)CC(=O)O,97
COC1=CC(=O)C(OC)=C(OC)C1=O,61
CC(=O)CC1(O)C(=O)Nc2ccc([N+](=O)[O-])cc21 (stereo unspecified),109
Cc1cccc(NC(=O)c2ccccc2Cl)c1,95
C[C@H](NC(=O)CNC(=O)c1cccc2c(=O)c3ccccc3[nH]c12)C(=O)O,100
O=C(NNC(=O)c1ccc(-n2cc(-c3ccccc3)nn2)cc1)Nc1cccc(Cl)c1,99
c1ccc(Nc2ncc3c(n2)CCc2cnc(Nc4ccccc4)nc2-3)cc1,102
Oc1ccccc1-c1cc(-c2ccccc2Cl)[nH]n1,123

High-throughput results from PubChem BioAssay.

The list is partial; rates above refer to the full screens.
